CIT2-GFP yeast = yeast TOR pathway CIT2-GFP modulation | S. cerevisiae CIT2-GFP strain, flow cytometry, 3 h; 100 means same as DMSO wells | GFP response vs DMSO, % at 10 µM | 0.065% of 320,000 active | AID 2029;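 active = GFP response relative to DMSO above a set limit, near the screen mean plus 3 SD, cut at about 150% in these data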;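 note: ratio of well median GFP fluorescence to mean of DMSO wells on the plate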
Fam108B inh = Fam108B inhibition, counter-screen for RBBP9 inhibitors. 0.33% of 300,000 active. inhibition, % at 9.51 µM. recombinant Fam108B, FP-Rh probe fluorescence polarization;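 active = inhibition above the screen mean inhibition plus 3 SD, computed separately per campaign, cut at about 18% in these data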;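 note: inhibitors lower polarization as less probe binds the enzyme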
MCL1 BIM primary = inhibitors of human MCL1 binding to BIM-BH3 peptide | Q07820 | GST-MCL1 / FITC-Bim-BH3 fluorescence polarization | inhibition, % at 10.9 µM | 0.68% of 320,000 active | AID 2057;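 active = inhibition above the mean inhibition of all tested compounds plus 3 SD, set per campaign, cut at about 40% in these data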;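 note: 0% = DMSO wells and 100% = unlabeled Bim-BH3 peptide control; higher means more loss of mP so more displacement of Bim peptide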
Target sequence (Q07820 whole entry, looked up): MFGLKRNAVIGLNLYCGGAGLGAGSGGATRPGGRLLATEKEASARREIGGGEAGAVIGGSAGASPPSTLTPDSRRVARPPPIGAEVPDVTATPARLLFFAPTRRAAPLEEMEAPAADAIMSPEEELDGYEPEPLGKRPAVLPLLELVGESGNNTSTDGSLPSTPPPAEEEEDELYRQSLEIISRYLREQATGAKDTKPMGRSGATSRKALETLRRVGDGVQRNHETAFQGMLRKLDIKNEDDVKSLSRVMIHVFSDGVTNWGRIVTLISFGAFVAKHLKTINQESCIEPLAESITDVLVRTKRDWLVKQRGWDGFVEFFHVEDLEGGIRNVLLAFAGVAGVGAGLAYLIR
BCLXL inh = Bcl-xL (human) inhibition. GST-Bcl-xL / FITC-Bim BH3 peptide fluorescence polarization. 0.7% of 320,000 active. Q07817. inhibition, % at 10.9 µM;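 active = inhibition above the mean of all tested compounds plus 3 SD, cutoff set per campaign, cut at about 30% in these data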;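 note: 0% = DMSO wells and 100% = unlabeled Bim-BH3 peptide competitor; inhibitors lower millipolarization by displacing the labeled peptide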
GLD-1 TGE inh = GLD-1-TGE RNA interaction inhibition (C. elegans); AID 2280; 0.44% of 320,000 active; purified GLD-1 + fluorescein TGE RNA, fluorescence polarization; inhibition, % at 5.96 µM; Q17339;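 active = percent inhibition above a per-plate cutoff, the plate mean of test compounds plus 3 SD, cut at about 30% in these data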;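 note: 0% = DMSO wells with GLD-1 and probe and 100% = wells lacking GLD-1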
VLA-4 inh = inhibition in a human VLA-4 binding assay; VLA-4 expressing cells, ligand binding flow cytometry; inhibition, % (about 7 µM as worked out from the volumes in the protocol); 0.2% of 330,000 active; AID 2557; in the data active = inhibition above about 50%
MEX-5 binding = C. elegans MEX-5 TCR-2 RNA binding activity; activity score (negative = inhibition of binding), % at 10 µM; AID 1832; Q9XUB2; MEX-5/FITC-TCR2 RNA binding, fluorescence polarization; hits give low values; 0.38% of 300,000 active;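 active = inhibition past about -25% in most replicates, and total fluorescence under double the plate's negative control median, limit read from the data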;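 note: 0% = DMSO and -100% = 5 µM competing unlabeled TCR2 RNA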
AGP1-GFP MLPCN = modulators of TOR pathway AGP1-GFP in S. cerevisiae. 0.02% of 320,000 active. S. cerevisiae AGP1-GFP multiplex flow cytometry, 3 h; GFP as percent of DMSO wells. AID 2066. GFP response vs DMSO, % at 10 µM;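 active = GFP response relative to DMSO above a set limit, near screen average plus 3 SD, cut at about 150% in these data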;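 note: median GFP channel fluorescence of the gated AGP1 strain per well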
GRK2 inh = human GRK2 inhibition via aptamer displacement | bead flow cytometry, FAM-aptamer displacement from GRK2 | inhibition of aptamer binding, % at 10 µM | 0.59% of 330,000 active;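 active = inhibition of aptamer binding above 40%, roughly 3 SD of noise, on plates passing a quality check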;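 note: median bead fluorescence of bound FAM aptamer so fluorescent compounds give negative values; no value below 0 was filed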
Target sequence (P25098 whole entry, looked up): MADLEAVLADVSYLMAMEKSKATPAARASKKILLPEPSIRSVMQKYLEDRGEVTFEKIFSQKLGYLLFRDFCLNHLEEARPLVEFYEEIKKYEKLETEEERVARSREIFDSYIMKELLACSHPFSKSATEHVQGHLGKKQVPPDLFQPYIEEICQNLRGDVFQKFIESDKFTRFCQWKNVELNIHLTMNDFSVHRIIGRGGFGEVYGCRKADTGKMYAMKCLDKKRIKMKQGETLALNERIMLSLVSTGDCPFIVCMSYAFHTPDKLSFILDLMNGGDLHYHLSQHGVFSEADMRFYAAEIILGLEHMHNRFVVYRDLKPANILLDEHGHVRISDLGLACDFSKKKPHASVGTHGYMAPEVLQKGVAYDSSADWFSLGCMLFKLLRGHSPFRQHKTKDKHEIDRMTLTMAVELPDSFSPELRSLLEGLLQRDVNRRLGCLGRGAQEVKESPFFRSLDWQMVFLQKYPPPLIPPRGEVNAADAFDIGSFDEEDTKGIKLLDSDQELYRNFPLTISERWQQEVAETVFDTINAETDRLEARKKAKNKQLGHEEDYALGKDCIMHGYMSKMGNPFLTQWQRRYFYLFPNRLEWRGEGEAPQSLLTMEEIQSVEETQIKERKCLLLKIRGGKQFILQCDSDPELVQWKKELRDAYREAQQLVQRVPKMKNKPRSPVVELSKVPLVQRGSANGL
* = called active by the depositor; . = not tested or not shown; & = joins results of further samples.

SMILES	CIT2-GFP yeast	Fam108B inh	MCL1 BIM primary	BCLXL inh	GLD-1 TGE inh	VLA-4 inh	MEX-5 binding	AGP1-GFP MLPCN	GRK2 inh
COc1ccc(-n2cnc3sc(-c4ccccc4)cc3c2=O)cc1	105	-9	1	5	0	2	2.3	106	0
Cc1cc(C)cc(NC(=S)Nc2ccc3cn[nH]c3c2)c1	103	1	6	2	-4	11	1.7	100	2
O=C(Nc1cccc(Cl)c1)c1ccc(F)c(S(=O)(=O)N2CCN(c3ccccn3)CC2)c1	87	-37	-1	3	-3	-6	0.4	95	0
COc1ccc(OC)c(/C=C2\Oc3cc(OCC(=O)N4CCC[C@H]4C(=O)O)ccc3C2=O)c1	99	3	5	10	-10	-10	0.3	96	3
COc1ccc(OC)c(C2C(C(=O)c3cccs3)=C(O)C(=O)N2CCN2CCOCC2)c1 (centres undefined)	121	.	.	.	.	-22	3.2	96	3
CC(OC(=O)c1ccccc1OCc1ccc(Cl)cc1)C(N)=O (centres undefined)	83	0	2	0	2	-7	1.5	96	0
Cc1cc([N+](=O)[O-])ccc1NC(=S)NC(=O)Cc1ccccc1	87	-2	8	6	0	10	-3.3	94	0
COc1ccc2[nH]cc(CCNS(=O)(=O)c3ccc(F)cc3)c2c1	96	-2	-8	3	-2	-16	1.6	100	6
COc1ccc(-c2nc3ccccc3c(=O)n2CCOc2c(C)cccc2C)cc1	104	-2	6	8	2	-12	0.3	106	3
CCOC(=O)CCc1c(C)c2ccc(OCC(=O)OC(C)C)cc2oc1=O	98	2	3	6	-1	3	0.9	97	0
COc1ccc(C(=O)Nc2nc(N)n(-c3ccccc3)n2)cc1	103	-6	16	5	9	-9	2.3	105	1
O=C(Cc1ccccn1)c1ccccc1	100	-5	-5	1	2	-8	-0.8	108	2
O=C(Nc1ccc(Br)cc1)c1cccc2c1C(=O)N(C1CCCCC1)C2	106	-4	3	3	4	7	-0.5	103	1
CCOC(=O)C1CCN(c2ncnc3c2[nH]c2cccc(OC)c23)CC1	103	6	1	-2	6	-10	1.3	100	0
O=C(CSc1nnc(-c2ccccc2)c(-c2ccccc2)n1)N1CCOCC1	101	-2	-2	-1	-9	-4	-0.7	99	0
CCC(C)Sc1cc(C)c(C#N)c2nc3ccccc3n12 (centres undefined)	90	-3	6	8	4	12	-2.6	91	1
Cc1oc2c(c1C(=O)NCc1cccnc1)C(=O)c1ccccc1C2=O	66	1	-1	5	3	-15	-2.4	94	0
COc1ccc(OCC(=O)Nc2ccc(NC(=O)c3cccs3)c(OC)c2)cc1	95	3	6	5	8	10	0.9	106	0
Cn1c(SCC(=O)Nc2sccc2C#N)nnc1-c1ccccc1	109	1	0	-3	0	-12	.	103	0
CCc1ccc(NC(=S)N(CCCN2CCOCC2)Cc2ccco2)cc1	101	5	6	7	-3	-3	2.2	100	0
O=C(Nc1nccs1)c1ccc(-c2ccc(Cl)cc2)o1	87	-4	2	1	-2	-10	-3.8	94	3
O=C1C(N2CCOCC2)=C(n2nnc3ccccc32)C(=O)c2ccccc21	101	11	6	4	-2	11	0.5	103	3
CC(C)(C)OC(=O)Nc1ccc([C@@H](NC(=O)OC(C)(C)C)C(=O)OC(C)(C)C)cc1	95	.	2	0	4	-6	.	99	0
CC(C)CC(NC(=O)C1CCC(C)CC1)C(=O)NCc1ccccn1 (centres undefined)	93	-1	5	5	-9	1	0.2	87	2
CC(=O)c1ccc(Oc2cc(C)nc(-n3nc(C)cc3C)n2)cc1	108	-5	0	6	9	19	3.5	103	3

Part of the list above in order of count of non-hydrogen atoms, smallest number first.
SMILES	CIT2-GFP yeast	Fam108B inh	MCL1 BIM primary	BCLXL inh	GLD-1 TGE inh	VLA-4 inh	MEX-5 binding	AGP1-GFP MLPCN	GRK2 inh
O=C(Nc1nccs1)c1ccc(-c2ccc(Cl)cc2)o1	87	-4	2	1	-2	-10	-3.8	94	3
CC(C)CC(NC(=O)C1CCC(C)CC1)C(=O)NCc1ccccn1 (centres undefined)	93	-1	5	5	-9	1	0.2	87	2
COc1ccc(-c2nc3ccccc3c(=O)n2CCOc2c(C)cccc2C)cc1	104	-2	6	8	2	-12	0.3	106	3

Returning to the listing, repeating the 2 entries before the break.
SMILES	CIT2-GFP yeast	Fam108B inh	MCL1 BIM primary	BCLXL inh	GLD-1 TGE inh	VLA-4 inh	MEX-5 binding	AGP1-GFP MLPCN	GRK2 inh
CC(C)CC(NC(=O)C1CCC(C)CC1)C(=O)NCc1ccccn1 (centres undefined)	93	-1	5	5	-9	1	0.2	87	2
CC(=O)c1ccc(Oc2cc(C)nc(-n3nc(C)cc3C)n2)cc1	108	-5	0	6	9	19	3.5	103	3
COc1ccc(NS(=O)(=O)c2cc(OCC(N)=O)c(C)cc2Cl)cc1	100	-4	-6	-4	-3	10	-0.9	110	0
c1cc2c3c(cccc3c1)NC(c1ccc3c(c1)OCO3)N2	90	24*	5	-3	2	-2	-1.7	95	0
Cn1c(=O)c2c3c(sc2n2cnnc12)CCC3	108	0	7	8	5	-5	-0.5	107	1
CCOC(=O)C1CCCN(C(=O)c2cc(S(=O)(=O)Nc3ccccc3OC)ccc2C)C1 (centres undefined)	100	-3	1	4	8	22	3.6	102	0
Cc1cc(-c2nc(C)c(C(=O)NNS(=O)(=O)c3ccc(Cl)cc3Cl)s2)no1	93	1	9	2	-1	-4	-2.3	105	0
COc1cc(/C=C/C(=O)OCC(=O)Nc2cc(S(=O)(=O)N3CCCCC3)ccc2C)ccc1O	101	0	-2	3	-6	9	2.2	99	4
S=C1NCCc2ccc(Cl)cc2C1c1ccccc1Cl (centres undefined)	82	-3	6	9	0	9	0.4	70	0
O=P(CCCO)(Cc1ccccc1)Cc1ccccc1	100	4	-3	0	-1	1	-0.9	96	2
CSCCC(=O)N1CCN(CC(=O)N2CCCC2)CC1	100	-6	12	5	4	0	2.3	104	1
S=c1[nH]nc(COc2ccc(Cl)cc2)o1	87	-3	-24	-31	-8	-9	0.6	95	3
COc1ccc(S(=O)(=O)N2CCC(C(=O)NC3CC(C)(C)NC(C)(C)C3)CC2)cc1	98	5	3	4	4	12	0.1	102	0
COc1ccc(N(C(=O)c2cccnc2)S(=O)(=O)c2ccc(Cl)cc2)cc1	98	-4	-3	-3	1	2	-0.5	97	0
O=C(c1cn(Cc2ccccc2)nc1-c1ccccc1)N1CCN(c2ccccn2)CC1	92	.	7	1	5	-3	.	91	0
Cc1cc(C2CC(=O)Nc3ccccc3S2)c(C)s1 (centres undefined)	78	0	12	8	1	2	0.7	91	0
O=C(Cc1ccc(S(=O)(=O)N2CCCC2)s1)Nc1nc2c(s1)CCCC2	99	-1	13	11	4	7	0.8	101	0
Cc1ccc(CSC2=NCCN2S(=O)(=O)c2ccccc2)cc1	97	1	8	6	-1	3	2.1	104	0
O=S(=O)(c1ccccc1F)N1CCC(c2nc3ccccc3[nH]2)CC1	101	-1	3	6	0	-5	1.2	105	0
COc1ccc(/C=C2\SC(=S)N(CCCC(=O)Nc3ccccc3C(=O)O)C2=O)cc1OC	91	-12	-12	5	-7	1	-2.0	87	1
COc1cc(NC(=O)CCC(=O)OCCCC(F)(F)C(F)(F)F)nc(OC)n1	97	-1	7	4	-2	6	-2.5	95	0
O=C1ON=C(c2ccccc2[N+](=O)[O-])/C1=C/c1cccc([N+](=O)[O-])c1O	86	.	-20	-14	0	0	.	93	1
COc1ccc(C=O)cc1CSc1ncccc1C(=O)O	103	-2	-4	-1	6	7	1.8	101	0
CCN1C(=O)C(O)(C2COC(C)(C)CC2=O)c2ccccc21 (centres undefined)	92	3	6	2	-4	10	-2.9	94	0
COc1cc2[nH]c(C(=O)N3CC(C)OC(C)C3)cc2c(OC)c1OC (centres undefined)	94	1	-2	-4	8	-4	1.7	97	2
COc1ccc(NC(=O)CSc2nnc(-c3ccoc3C)n2CC2CCCO2)cc1 (centres undefined)	101	0	-1	3	-6	1	0.8	108	0
Nn1c(SCC(=O)Nc2ccc3c(c2)OCCO3)nnc1-c1ccccn1	99	-8	-21	-12	0	16	0.1	98	4

Next section:
SMILES	CIT2-GFP yeast	Fam108B inh	MCL1 BIM primary	BCLXL inh	GLD-1 TGE inh	VLA-4 inh	MEX-5 binding	AGP1-GFP MLPCN	GRK2 inh
NC(N)=N/N=C/c1c(Cl)cccc1Cl	90&83	-1&0	-4&-5	5&5	2&0	11&13	0.4&2.4	94&86	0&0
CSCCC(NS(=O)(=O)c1ccccc1F)C(=O)NCCCn1nc(C)cc1C (centres undefined)	109	1	-1	9	3	-9	-1.4	106	2
CC(=O)Nc1ccc(S(=O)(=O)NC2CC(=O)N(c3ccc(C)c(C)c3)C2)cc1 (centres undefined)	111	-3	-4	3	1	13	-0.3	110	0
Cc1cc(/C=N/NC(=O)c2cccc([N+](=O)[O-])c2)c(C)n1-c1ccc(Cl)cc1Cl	95	-4	3	4	5	20	1.8	102	1
O=C(COc1coc(CN2CCN(c3ccccc3)CC2)cc1=O)Nc1ccccc1	109	2	8	7	-1	-8	-1.2	106	1
CC(=O)Nc1ccc(NC(=O)CC2SC(=O)N(CC(=O)c3ccccc3)C2=O)cc1 (centres undefined)	96	-1	4	4	3	-2	0.5	94	0
COC(=O)N(NC(=O)C(O)(C(C)C)C(C)C)c1ccccc1	94	4	8	7	7	15	1.8	101	2
COc1cc2sc3cc(NCCCN4CCOCC4)ccc3c(=O)c2cc1OC	108	.	.	.	0	-17	.	103	1
COc1ccc(CNC(=O)C2CCCN(S(=O)(=O)c3cnc[nH]3)C2)cc1 (centres undefined)	106	3	3	2	8	13	2.4	108	0
CC(=O)N1CCN(c2ccc(NC(=O)c3cc(Cl)ccc3Cl)cc2)CC1	111	3	1	0	-6	-6	2.4	102	0
Cc1ccc(C(c2nnnn2Cc2cccs2)N2CCN(C(=O)c3ccco3)CC2)cc1 (centres undefined)	107	-3	-2	0	-6	7	-0.3	102	2
CCOc1cc(N2CCOCC2)c(OCC)cc1NC(=O)C(C)Oc1ccccc1 (centres undefined)	104	.	.	.	3	8	.	97	1
COC(=O)c1[nH]c2ccc(C)cc2c1NC(=O)CN1CCC(C)CC1	95	1	-8	-5	0	9	0.9	102	1
Fc1ccccc1CNc1ccc(Cl)c(Cl)c1	94	1	1	2	3	10	1.3	92	2
Cn1cnnc1SCC(=O)NCCC1=CCCCC1	98	.	.	.	-3	4	.	103	0
CC(=O)Nc1ccc(C#Cc2ccc(NC(C)=O)cc2)cc1	97	2	0	-1	-5	1	-0.7	95	1
COc1cccc(NC(=O)Nc2cccs2)c1	99	8	3	10	2	-2	-0.4	97	2
Cc1cc(C)nc(SCc2cc(=O)c(OC(=O)c3ccc(S(=O)(=O)N4CCCC4)cc3)co2)n1	109	-3	4	9	3	5	3.0	108	2
CCCc1nnc(NC(=O)CCC(=O)N2CCCCC2CC)s1 (centres undefined)	103	-4	-6	2	6	-8	-0.3	107	0
Cc1n[nH]c(=O)c2c(NC(=O)CSc3ccccc3F)oc(C)c12	80	-1	1	4	0	1	-1.7	97	0
Cc1cccc(C(=O)N(NC(=O)Oc2ccccc2)C(C)(C)C)c1	100	0	-7	-3	6	11	2.6	101	0
CCOc1ccccc1NC(=O)c1cc2ccccc2oc1=O	104	0	8	4	2	1	-0.3	96	2
CCOc1ccc(CC(=O)N2N=C(C)CC2(O)C(F)(F)F)cc1 (centres undefined)	99	-1	5	1	-1	-2	0.2	94	0
O=C(CSc1nc2ccccc2c(=O)n1-c1ccccc1)N1CCc2ccccc2C1	102	-1	0	2	-2	8	2.4	99	0
O=C(c1ccc(N2CCCCC2)c([N+](=O)[O-])c1)N(c1ccccn1)c1ccccn1	88	-3	-7	-1	-3	0	-1.3	99	1
CCN(CC)CCCNC(=O)CCc1c(C)n(CC)c2cc(-c3ccccc3OC)nn2c1=O	98	-5	-1	-4	-6	0	-0.2	95	0
